Assay outcomes deposited in PubChem BioAssay by National Center for Advancing Translational Sciences (NCATS).
FEN1 inhibitor: qHTS Assay for the Inhibitors of Human Flap endonuclease 1 (FEN1). Recombinant FEN1 flap cleavage, fluorescence, 15 min. Potency, µM (titrated, usually from 114 µM), inactives show top-dose activity change, negative = inhibition, hits mostly inhibitors. 0.35% of 390,000 active. AID 588795, 2011; also: nearly all actives have a fitted effect of over 65% in size
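With each library titrated from low to high concentration, compounds met 10 nM FEN1 for 15 min at room temperature before 50 nM substrate was added; readings at 0 and 15 min fed four-parameter Hill curve fits.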
GCN5L2 inh: qHTS Assay for Inhibitors of GCN5L2; 0.21% of 390,000 active; GCN5L2 HAT assay, ThioGlo1 CoA-SH fluorescence; Histone acetyltransferase KAT2A (Homo sapiens), Q92830; Potency, µM (doses to about 58.9 µM), for inactives: at the highest dose activity change, negative = inhibition, hits mostly inhibitors
Target sequence (Q92830 whole entry, looked up): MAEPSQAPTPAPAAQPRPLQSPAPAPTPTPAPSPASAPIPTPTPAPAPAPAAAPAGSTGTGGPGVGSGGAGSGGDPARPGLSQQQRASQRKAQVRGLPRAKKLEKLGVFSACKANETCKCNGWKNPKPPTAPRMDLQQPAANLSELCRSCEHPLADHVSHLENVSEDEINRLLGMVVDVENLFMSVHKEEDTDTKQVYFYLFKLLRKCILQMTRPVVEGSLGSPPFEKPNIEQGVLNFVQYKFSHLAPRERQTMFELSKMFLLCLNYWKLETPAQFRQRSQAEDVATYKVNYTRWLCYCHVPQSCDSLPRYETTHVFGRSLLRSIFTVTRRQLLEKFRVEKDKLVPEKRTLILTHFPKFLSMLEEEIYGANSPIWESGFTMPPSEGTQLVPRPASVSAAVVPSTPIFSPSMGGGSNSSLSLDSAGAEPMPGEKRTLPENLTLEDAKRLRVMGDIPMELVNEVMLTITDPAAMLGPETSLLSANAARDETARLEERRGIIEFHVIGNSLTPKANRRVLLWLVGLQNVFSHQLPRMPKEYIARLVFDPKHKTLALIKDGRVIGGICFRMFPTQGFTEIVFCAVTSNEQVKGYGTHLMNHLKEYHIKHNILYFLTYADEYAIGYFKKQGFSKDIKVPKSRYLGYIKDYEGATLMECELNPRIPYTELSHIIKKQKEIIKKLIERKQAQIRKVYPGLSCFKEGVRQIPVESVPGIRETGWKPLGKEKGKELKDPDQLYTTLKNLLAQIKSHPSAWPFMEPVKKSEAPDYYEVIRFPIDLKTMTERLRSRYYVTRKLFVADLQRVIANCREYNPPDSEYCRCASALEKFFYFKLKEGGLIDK
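Fluorescence readout, Ex340nm/Em540nm: ThioGlo1 (50uM final) reacts with free CoA thiol released as 20nM GCN5L2 acetylates H3(1-25) peptide (75uM) using acetyl-CoA (70uM). Compound and enzyme sat 15 min beforehand; 20 min room-temperature reaction.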
N370S GC mod: qHTS Assay for Inhibitors and Activators of N370S glucocerebrosidase as a Potential Chaperone Treatment of Gaucher Disease; Potency, µM (highest dose often 59.4 µM), for inactives: top-dose activity change, negative = inhibition, actives largely listed as inhibitors; 0.092% of 330,000 active; N370S GC spleen homogenate, 4MU-glucoside fluorescence; Lysosomal acid glucosylceramidase (Homo sapiens), P04062;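 also: 0% = full enzyme activity and -100% = no enzyme basal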
An asterisk follows results filed as active; ? = inconclusive; · = not tested or not shown; & = joins results of further samples; [ ] = dose if it differs, or a comment. Calls follow the shape of the dose curve; as a rule, active = well fitted curve in the direction sought with a large enough effect; inconclusive = small, poorly fitted or top-dose-only effect, or another doubt; inactive = no such curve, though single readings can be large; an effect the other way counts as inactive or inconclusive. Unless noted, % is scaled to controls: 0 for no effect and ±100 for the full control effect; potency is read from the fitted curve at half-maximal effect. This is a subset; count on the stated rates, not on these rows.

#	SMILES	N370S GC mod	GCN5L2 inh	FEN1 inhibitor
1	Cc1ccc(Cn2c(C)nc3ccc([N+](=O)[O-])cc3c2=O)cc1	-4%	-5%	13%
2	COC(=O)c1ccc2c(=O)n(C3CCCCC3)c(SCC#N)nc2c1	-11%	?	5%
3	O=S(=O)(Nc1ccc(N2CCOCC2)cc1)c1ccc(Cl)s1	3%	2%	9%
4	COC(=O)c1ccc(N2CCN(C)CC2)c(NC(=O)c2ccc(-c3ccc(Cl)cc3)o2)c1	-1%	-17%	13%
5	CCn1c(Cn2nnc(-c3ccccc3)n2)nnc1SCC(=O)Nc1cccc(C)c1C	0%[2.35 µM]	-3%	9%
6	CN(C)S(=O)(=O)c1ccc(C(=O)NCC(=O)N/N=C/c2ccccc2)cc1	-4%	-5%	-1%
7	Cc1ccc(C(=O)OCC(=O)N2CC(=O)Nc3ccccc32)s1	14%	-1%	-3%
8	Cc1ccc(S(=O)(=O)CCC(=O)N(C)C2CCCCC2)cc1	2%	-3%	-4%
9	CCCn1c(SC(C)C(=O)NC2CC2)nnc1-c1ccncc1 (stereo not drawn)	·	2%	17%
10	Cn1cc(Br)c(C(=O)N2CCCCCC2)n1	-14%	-14%	11%
11	COc1cccc(CNS(=O)(=O)c2ccc3c(c2)N(C(C)=O)CCO3)c1	-8%	-1%	-7%
12	COc1cc(-c2noc(C)c2C(=O)NCCCN2CCCC2=O)cc(OC)c1OC	·	0%	12%
13	O=C(CN1CCN(Cc2ccccc2)CC1)Nc1ccc(Br)cc1	-19%	-14%	-16%
14	CCC(C)[C@@H](C(=O)Nc1ccc2c(c1)OCO2)N1Cc2ccccc2C1=O (stereo partly drawn)	13%	-11%	-18%
15	COC(=O)C(NC(C)=O)(Nc1sc2c(c1C(N)=O)CCCC2)C(F)(F)F (stereo not drawn)	6%	-6%	-2%

(more compounds)
#	SMILES	N370S GC mod	GCN5L2 inh	FEN1 inhibitor
16	Cc1ccc(C(=O)ON=C2CCN(S(=O)(=O)c3ccccc3)CC2)cc1	-3%	-8%	-15%
17	CCOC(=O)[C@H]1[C@H]2COc3ccc(Cl)cc3[C@@H]2N2C(=O)c3ccc(F)cc3NC(=O)[C@@]12C	16%	-6%	1%
18	O=C(C1CCN(S(=O)(=O)c2cccc3nonc23)CC1)N1CCN(c2ccccc2)CC1	·	4%	7%
19	COC(=O)c1c(NC(=O)COc2ccc(C)cc2Br)sc2c1CCCC2	·	3%	0%
20	CC1CCCC(NC(=O)NC(=O)COC(=O)c2ccc(O)cc2O)C1C (stereo not drawn)	·	-4%	-20%
21	CCCCNC(=O)CN(CCc1ccccc1)S(C)(=O)=O	17%	0%	-3%
22	CCCN(CCC)CCCNC(=O)c1ccc2c(c1)N(CC)C(=O)c1ccccc1S2=O (stereo not drawn)	3%	-9%	23%
23	CC(=O)NCCn1c(SCC(=O)NCCC(C)C)nc2ccccc2c1=O	5%	-1%	-1%
24	CCn1c(=NC(=O)CS(=O)(=O)c2ccc(F)cc2)sc2cccc(OC)c21	-14%	-4%	-11%
25	O=C(NC1(C(F)(F)F)C(=O)Nc2c1c(=O)[nH]c(=O)n2CCc1ccccc1)c1ccc(Cl)cc1Cl (stereo not drawn)	·	2%	4%
26	Cc1ccc(-c2nc(CS(=O)CC(=O)N3CCN(c4ccc(F)cc4)CC3)c(C)o2)cc1 (stereo not drawn)	-3%	1%&-1%	1%&-11%
27	CN(Cc1nccn1C)C(=O)c1ccc2nc(Cc3ccccc3F)oc2c1	-3%	-11%	-5%
28	Cc1ccc(C)c(CSc2nnc(-c3ccccn3)n2N)c1	-1%	-13%	-4%
29	CC(C)Oc1ncnc2c1[nH]c1ccccc12	-16%	-7%	12%
30	Cc1cccc(C)c1N1CCN(S(=O)(=O)N2CCOCC2)CC1	-3%	-3%	3%

More entries:
#	SMILES	N370S GC mod	GCN5L2 inh	FEN1 inhibitor
31	OC1(c2ccc(F)cc2)CCN(Cc2nnnn2Cc2cccs2)CC1	3%	-18%	16%
32	Nc1ccc(C(=O)NC2CCSc3ccccc32)cc1[N+](=O)[O-] (stereo not drawn)	-11%	-2%	-11%
33	COCCNC(=O)c1cc(S(=O)(=O)N2CCCCC2)ccc1N1CCOCC1	-3%	-5%	-1%
34	COc1ccc(Cn2ccc3nc(C)c(C(=O)Nc4ccc(F)cc4)cc3c2=O)cc1	·	-6%	16%
35	O=C(Nc1nnc(C2=COCCO2)o1)c1ccc([N+](=O)[O-])cc1	-4%	-6%	5%
36	Cc1cccc(NC(=O)Cn2c(=O)oc3cc(S(=O)(=O)N4CCCC4)ccc32)n1	-1%	-1%	-7%
37	O=C(CNC(=O)c1ccc(Br)cc1)NCC(=O)OCc1ccc(Cl)cc1	-2%	-7%	-3%
38	COc1cccc(-n2c(SCC(=O)NCCC3=CCCCC3)nc3n[nH]c(C)c3c2=N)c1	-17%	3%	0%
39	N#C/C(=N\Nc1ccc(Br)cc1)C(=N)N1CCOCC1	6%	-16%	6%
40	Cn1c(SCC(=O)Nc2cccc(S(=O)(=O)NC3=NCCCCC3)c2)nnc1-c1ccccc1	5%	-1%	-7%
41	O=C(O)c1ccccc1N(Cc1ccccc1)C(=O)CO/N=C/c1ccccc1	5%	0%	24%
42	COc1cc2c(cc1OC)C(C)N(C(=O)c1sccc1C)CC2 (stereo not drawn)	-4%	-4%	-8%
43	C=CCNCC#CCOc1ccc(OC)cc1	-11%	-6%[0.501 µM]	0%
44	COc1ccc(CN(C)C(=O)/C=C/c2ccc(S(=O)(=O)N3CCOCC3)cc2)cc1F	2%	-3%	-3%
45	COc1ccc(-n2cc(-c3ccccc3)c3c(NCCOCCO)ncnc32)cc1	?	-1%	0%

Remaining list, next part
#	SMILES	N370S GC mod	GCN5L2 inh	FEN1 inhibitor
46	CCOc1ccc(-n2c(SCC(=O)c3ccccc3)nc3c([nH]c4ccccc43)c2=O)cc1	·	-3%	-3%
47	O=C(Nc1ccc(S(=O)(=O)N2CCCC2)cc1)c1cccnc1	-1%	0%	-4%
48	CCCNC(=O)C(=O)NCC(c1ccc2c(c1)OCO2)N1CCN(c2ccc(F)cc2)CC1 (stereo not drawn)	-1%	-8%	-21%
49	O=c1[nH]cc(NCCc2ccccc2)c(=O)[nH]1	-9%	3%	-14%
50	COc1ccc2c(c1)sc1ncc(C(=O)NCc3cccc(Cl)c3)c(=O)n12	·	0%	-9%
51	CCN(C(=O)CSc1nnc(-c2ccncc2)n1C)C1CCS(=O)(=O)C1 (stereo not drawn)	9%	-4%	5%
52	CCOc1cc(S(=O)(=O)NC2CC(C)(C)NC(C)(C)C2)ccc1Cl	-7%	-6%	16%
53	CCCCOc1ccc(CONS(=O)(=O)c2ccc(NC(C)=O)cc2)cc1Cl	1%	-14%	-19%
54	CCCc1c(C(=O)N/N=C/c2ccc(OCc3ccccc3)c(OC)c2)nnn1-c1nonc1N	-10%	-20%	14%
55	CC(C)NC(=S)NN=C1c2ccccc2-c2ccccc21	3%	-7%	-3%
56	O=C(O)CC(Cc1ccc(Cl)cc1)C(=O)Nc1ccc([N+](=O)[O-])cc1 (stereo not drawn)	-9%	-13%	13%
57	COc1ccc(/C=N/Nc2ccccc2C(=O)O)cc1	-3%	-12%	0%
58	CSc1ccccc1C(=O)NCCSc1ccc(C)cc1	-14%	-1%	10%
59	COc1ccc2nc(NC(=O)c3nc(S(=O)(=O)Cc4ccccc4F)ncc3Cl)sc2c1	·	?	5%
60	COc1cc(/C(C)=N/N2CCN(Cc3ccc(C)cc3)CC2)ccc1O	-1%	-3%	-10%

Next section:
#	SMILES	N370S GC mod	GCN5L2 inh	FEN1 inhibitor
61	O=C(c1cnccn1)N1CCC2(CC1)CN(Cc1ccccc1)C2	-3%	5%	·
62	CC(=O)c1cccc(NC(=O)c2ccc(NC(=O)CCS(=O)(=O)c3cccs3)cc2)c1	2%	-3%	-2%
63	CC1CN(C(=S)NC(=O)c2ccc([N+](=O)[O-])cc2)CC(C)O1 (stereo not drawn)	4%	-6%	7%
64	CCN(CC)C(=O)Cn1cc(C(=O)C(=O)N2CC=C(c3ccccc3)CC2)c2ccccc21	-10%	-6%	15%
65	COc1ccc2nc(C)cc(N3CCN(c4ccccc4)CC3)c2c1	-7%	-4%	-4%
66	Cc1cc2nc(/N=C(\N)NC(=O)N3c4ccccc4Sc4ccccc43)nc(C)c2cc1C	-9%	0%	0%&1%
67	Cc1nc(N(C)Cc2ccccc2)c2nnn(Cc3ccccc3)c2n1	5%	-6%	-7%
68	CC(C)Cn1c(N)c(C(=O)COC(=O)CC23CC4CC(CC(C4)C2)C3)c(=O)n(C)c1=O	27%	-4%[0.501 µM]	-18%
69	Cc1cc(OC2CCCCC2)nc(NCc2ccccc2)n1	-2%	-6%	-10%
70	CCCn1nc2cc(C(=O)NCCc3ccc(C)cc3)ccc2c1OCC	21%	35%[activator]	14%
71	Cn1ccc(C(=O)N/N=C/c2ccncc2)n1	-5%	?	3%
72	COCCn1c(=O)c(-c2cccc(C#N)c2)nc2cnc(Oc3ccccc3)nc21	-2%	-11%	·
73	O=C(COC(=O)c1ccc([N+](=O)[O-])s1)Nc1ccc(F)cc1	·	-10%	-17%
74	COc1ccc(-c2nc3cc(NC(=S)NC(=O)Cc4ccccc4)ccc3o2)cc1	5%	-8%	-5%
75	CC(=O)N1CCSc2ccc(S(=O)(=O)NCc3ccccc3)cc21	-2%	0%	-3%

(next part)
#	SMILES	N370S GC mod	GCN5L2 inh	FEN1 inhibitor
76	Cc1ccccc1CCNC(=O)C1CCN(S(=O)(=O)c2ccc(-n3cnnn3)cc2)CC1	-8%	4%	8%
77	CCC(Cn1nnc2ccccc2c1=O)NC(=O)Nc1cc(Cl)ccc1OC (stereo not drawn)	·	-6%	-9%
78	Cc1cccc(N2CCN(C3=NC(=O)C(Cc4ccccc4)S3)CC2)c1 (stereo not drawn)	-15%	-1%	1%
79	COc1ccc(NC(=O)c2ccc3c(c2)nnn3C2CCCC2)cc1Cl	·	14%	17%
80	CC(C)CC(C(=O)Oc1ccc2c3c(c(=O)oc2c1)CCC3)N1C(=O)c2ccccc2C1=O (stereo not drawn)	18%	-4%	20%
81	CS(=O)(=O)c1oc(-c2ccc(F)cc2)nc1S(=O)(=O)c1ccc(Cl)cc1	·	-1%	3%
82	CCOc1ccc(NS(=O)(=O)c2ccc3[nH]c4c(c3c2)CCCC4)cc1	·	-9%	?
83	Cc1cc2cc3c(cc2nc1SCc1ccccn1)OCCO3	7%	-5%	11%
84	CCOC(=O)C1(Cc2ccc(Cl)cc2)CCN(C(=O)c2cnc(C)cn2)CC1	0%	0%	-13%
85	Cc1ccc(CCSc2ccc(C(C)C)cc2)cn1	-14%	0%	9%
86	CC1CCCC(n2cnc3cc(C(=O)O)ccc32)C1C (stereo not drawn)	0%	-1%	-8%
87	CSc1nsc(SCC(=O)Nc2c(C)n(C)n(-c3ccccc3)c2=O)n1	-12%	1%	2%
88	CCOc1ccc(NC(=O)C2CCN(S(=O)(=O)c3c(C)n[nH]c3C)CC2)cc1	-1%	-2%	-3%
89	N#Cc1ccc(C(=O)N2CCN(S(=O)(=O)c3ccc(Cl)s3)CC2)cc1	·	-4%	-2%
90	Cc1cc(C)c2cc(CN(Cc3cccs3)Cc3nnnn3CC3CCCO3)c(=O)[nH]c2c1 (stereo not drawn)	26%	-24%	3%

3 entries already listed, arranged by the number in FEN1 inhibitor, largest number first.
| cpd | smiles | N370S GC mod | GCN5L2 inh | FEN1 inhibitor |
| --- | --- | --- | --- | --- |
| 80 | CC(C)CC(C(=O)Oc1ccc2c3c(c(=O)oc2c1)CCC3)N1C(=O)c2ccccc2C1=O (stereo not drawn) | 18% | -4% | 20% |
| 7 | Cc1ccc(C(=O)OCC(=O)N2CC(=O)Nc3ccccc32)s1 | 14% | -1% | -3% |
| 60 | COc1cc(/C(C)=N/N2CCN(Cc3ccc(C)cc3)CC2)ccc1O | -1% | -3% | -10% |

(cont.)
#	SMILES	N370S GC mod	GCN5L2 inh	FEN1 inhibitor
91	Cc1ccc(NC(=O)CSc2nn3c(=O)c(C)nnc3s2)cc1Cl	-20%	-6%	-4%
92	N#Cc1ccc(C(=O)NC(=S)N2CCN(C=O)CC2)cc1	·	-1%	3%
93	O=C(NN1C(=O)NC2(CCCCC2)C1=O)c1cc(F)cc(F)c1	·	-4%	-2%
94	CCOC(=O)C(Cc1c(F)cccc1F)(NC(C)=O)C(=O)OCC	-7%	-4%	14%
95	Cc1ccc(N2C(=O)CN(Cc3sccc3C)C2=S)cc1C	-5%	1%	2%
96	O=C(c1ccccc1)c1ccc(Oc2ncccn2)cc1	22%	-1%	-14%
97	O=C(COC(=O)[C@H](Cc1c[nH]c2ccccc12)NC(=O)c1cccs1)NCc1ccccc1	3%	-7%	-15%
98	COc1ccc2c(c1)c1c(c(=O)n(-c3ccc(C)cc3)c(=O)n1CC(=O)c1ccc(Cl)cc1)n2C	·	-6%	-3%
99	O=C(COc1ccc(S(=O)(=O)N2CCOCC2)cc1Cl)NC1CC1	-13%	-3%	6%
100	Cc1ccc(NC(=O)CSc2nnc(CNC(=O)c3c(F)cccc3Cl)o2)cc1	6%	0%	-5%
